Bioassay records: PubChem BioAssay, National Center for Advancing Translational Sciences (NCATS)
D1 potentiator: human D1 dopamine receptor positive modulation; P21728; 360,000 tested, 0.036% active; HEK293 TREx D1 cells, calcium flux, dopamine EC20 potentiation; potentiation, % at 10 µM; in the data active means potentiation above about 30%; further: 0% is about no effect
D1 antagonist: antagonists of human D1 dopamine receptor | 360,000 tested, 3.2% active | activity change, negative = inhibition, % at 10 µM | HEK293 TREx D1 cells, calcium flux, dopamine EC80; active compounds read low; in the data active means activity change below about -30%; further: on the % scale 0 is the no-effect control and ±100 the full control effect
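Tetracycline-induced HEK293 Trex D1 cells, force-coupled to calcium, dye-loaded; compounds added and read 180 s, then EC80 dopamine added and calcium flux tracked kinetically another 180 s.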
LDHA block: blocks human lactate dehydrogenase A. P00338. purified LDHA, NADH/diaphorase-resazurin fluorescence; active compounds read low. activity change, % (values are at about 110 or 230 µM). 480,000 tested, 0.15% active; in the data active means activity change below about -30%; inconclusive means mostly about -25% to -30%;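 further: plate controls were DMSO wells for no effect and wells without enzyme for full effect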
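Remaining NADH was detected by diaphorase (0.133 mg/mL) converting 37 µM resazurin to fluorescent resorufin, read at 0 and 20 minutes. The preceding 5-minute room-temperature reaction used 2 nM LDHA, 0.2 mM sodium pyruvate and 0.06 mM NADH at pH 7.4.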
Vif-APOBEC3G blk: blocks the Vif interaction with human APOBEC3G; Q9HC16; HeLa A3G-eYFP + Vif (tagged APOBEC3G with the HIV-1 protein that degrades it), YFP fluorescence, overnight; Potency, µM (series often up to 46.1 µM), inactives show at the top dose activity, negative = active, hits mostly inhibitors; 410,000 tested, 0.076% active;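 further: potency means the concentration at half of the fitted maximal effect; on the % scale 0 is the no-effect control and ±100 the full control effect; nearly all actives have a fitted effect of over 60% in size; hits raise eYFP signal because A3G escapes Vif-driven loss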
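Read-out is eYFP fluorescence (Ex 488/Em 500-530) from Vif-expressing HeLa A3G-eYFP cells; more signal means A3G escaped Vif-mediated degradation. Cells plated overnight, compound pinned in, incubated overnight at 37 deg C.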
RXFP1 ag: RXFP1 (human) receptor agonism. Q9HBX9. HEK293T-RXFP1 cAMP TR-FRET, 30 min; response scale: percent of porcine relaxin response, buffer zero. Potency, µM (series often up to 57.5 µM), for the others: at the highest dose activation, hits mostly activators. 370,000 tested, 0.3% active. AID 2676; further: potency means the concentration at half of the fitted maximal effect; on the % scale 0 is the no-effect control and ±100 the full control effect; nearly all actives have a fitted effect of over 60% in size; many of its hits are not listed in these tables
Target sequence (Q9HBX9 whole entry, looked up): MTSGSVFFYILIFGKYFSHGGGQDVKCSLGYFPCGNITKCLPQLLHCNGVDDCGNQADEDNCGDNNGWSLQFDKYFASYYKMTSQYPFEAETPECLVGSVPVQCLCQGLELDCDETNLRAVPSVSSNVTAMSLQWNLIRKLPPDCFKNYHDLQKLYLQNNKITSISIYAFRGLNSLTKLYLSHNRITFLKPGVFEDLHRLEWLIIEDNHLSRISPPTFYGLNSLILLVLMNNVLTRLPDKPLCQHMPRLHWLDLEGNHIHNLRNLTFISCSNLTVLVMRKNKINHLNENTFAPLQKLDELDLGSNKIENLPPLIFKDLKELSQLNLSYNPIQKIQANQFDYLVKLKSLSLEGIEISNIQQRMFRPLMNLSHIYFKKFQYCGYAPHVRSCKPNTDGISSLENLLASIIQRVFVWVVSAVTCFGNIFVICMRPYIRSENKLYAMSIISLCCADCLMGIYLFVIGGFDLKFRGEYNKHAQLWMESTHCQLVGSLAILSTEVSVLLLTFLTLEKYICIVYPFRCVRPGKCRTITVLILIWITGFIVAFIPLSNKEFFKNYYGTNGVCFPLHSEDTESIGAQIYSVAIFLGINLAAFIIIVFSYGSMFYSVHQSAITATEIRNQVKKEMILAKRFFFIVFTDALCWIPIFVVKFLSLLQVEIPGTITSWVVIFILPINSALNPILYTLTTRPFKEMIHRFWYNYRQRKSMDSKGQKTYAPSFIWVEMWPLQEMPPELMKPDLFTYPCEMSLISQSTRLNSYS
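HEK293 cells stably expressing RXFP1, treated 30 min at 37C with compounds plus PDE4 inhibitor Ro 20174; cAMP measured by HTRF TR-FRET. Normalized to buffer and 29 nM porcine relaxin; EC50 by Hill fit.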
Vif-A3F inh: inhibitors of Vif-A3F interaction; 390,000 tested, 0.2% active; HeLa A3F-eYFP + Vif (tagged APOBEC3F with the HIV-1 protein that degrades it), YFP fluorescence increase; Potency, µM (highest dose often 46.1 µM), inactives show at the highest dose activity, negative = active; further: potency means the concentration at half of the fitted maximal effect; % of control where 0% means no effect; nearly all actives have a fitted effect of over 65% in size
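Fluorescence increase (Ex 488/Em 500-530) after overnight compound treatment at 37 deg C flags inhibition of Vif-driven A3F-eYFP loss in stable HeLa A3F-eYFP/Vif cells seeded overnight beforehand.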
D2 PAM: positively modulates the human D2 dopamine receptor allosterically; potentiation, % at 10 µM; 340,000 tested, 0.34% active; HEK293 T-REx D2, calcium flux, EC20 dopamine potentiation; P14416;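 active means potentiation over 3 SD above the plate norm, cut at about 30% in these data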; further: 0% is about no effect
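Potentiation of an EC20 dopamine calcium response measured kinetically over 180 s, after a preceding 180 s compound-only read flagging agonists. Cells: inducible Hek293 Trex D2 line, 4000/well, cultured overnight at 30 C before dye loading.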
D1 ag: agonists of human D1 dopamine receptor; P21728; HEK293 T-REx D1 cells, calcium flux, agonist mode; activation, % at 2 µM; 360,000 tested, 1% active; AID 504660; in the data active means activation above about 30%; further: 0% is about no effect
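Agonism was scored from calcium flux recorded over 180 s (1 read/s) after pintool compound addition, following a 10-cycle baseline. Cells were inducible force-coupled HEK293 TREx D1, plated overnight at 30 C and loaded with no-wash calcium dye.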
GRP78 ERSR act: inducers of ER stress response in human glioma cells; U87-MG GRP78 promoter luciferase reporter, 16 h; Potency, µM, for the others: at the top dose activation, actives largely listed as activators; 420,000 tested, 0.02% active; further: potency means the concentration at half of the fitted maximal effect; series mostly up to about 76 µM; % of control where 0% means no effect; nearly all actives have a fitted effect of over 35% in size
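ERSR induction read as luciferase luminescence (Bright-Glo, 10 min at room temperature) in stably transfected human U87-MG glioma cells exposed to compounds for 16 h, using GRP78 as sensor.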
The depositor's hits bear a star; u = inconclusive; x = not tested or not shown; & = joins results of further samples. Unless noted, the call rests on the fitted dose curve; in most records, active means well fitted curve in the direction sought with a large enough effect; inconclusive means small, poorly fitted or top-dose-only effect, or another doubt; inactive means no such curve, though single readings can be large; an effect the other way counts as inactive or inconclusive. A portion of the library; count on the stated rates, not on these rows.

SMILES	D1 potentiator	D1 antagonist	LDHA block	Vif-APOBEC3G blk	RXFP1 ag	Vif-A3F inh	D2 PAM	D1 ag	GRP78 ERSR act
CCn1c(SCC(=O)NNC(=O)c2ccc(C)cc2)nnc1-c1ccncc1	x	x	-1	0%	x	0%	x	x	-4%
C=CC(=O)N1C/C(=C/c2ccc(Cl)cc2)C(=O)/C(=C\c2ccc(Cl)cc2)C1	x	x	-1	u	x	1%	x	x	-13%
COc1cc(NC(=O)c2cccs2)c(OC)cc1NC(=O)Nc1ccc(F)cc1	-10	-45*	3	-2%	0.7%	-1%	-6	2	-2%
O=C1[C@@H]2[C@@H]3C[C@@H]([C@H]4ON=C(c5ccc(Cl)cc5Cl)[C@@H]34)[C@@H]2C(=O)N1C1CCCCC1	3	7	2	1%	3.4%	1%	27	3	-3%
CCOC(=O)c1c(C)sc(-c2c(-c3ccc(OC)c(F)c3)[nH]c3[nH]c(=O)[nH]c(=O)c23)c1O	-1	-12	-2	x	0.0%	x	16	6	x
O=c1cc(O)c(-c2ccc(Cl)cc2)c(Cl)[nH]1	2	-2	-7	4%	3.0%	-5%	-1	2	-4%
C=CCn1c(=O)c2ccccc2n2c(SCC(=O)NCCc3ccccc3)nnc12	-9	-10	1	-3%	4.7%	x	-3	3	-7%
Cc1ccc(NC2CCCN(C(=O)CCc3ccncc3)C2)cc1C (centres undefined)	3	17	3	-16%	-2.2%	-1%	x	0	1%
Cc1c(C(=O)Nc2ccc(F)c(F)c2)oc2ccc(S(=O)(=O)N3CCC4(CC3)OCCO4)cc12	-3	-13	-5	-3%	-0.4%	4%	-18	3	-4%
COc1cc(C(=O)OCc2cc(=O)c(O)co2)ccc1OC(F)F	-4	19	1	5%	3.6%	-14%	-3	5	3%
CCOC(=O)c1c(NC(=O)COC(=O)/C=C/c2ccccc2)sc(C(=O)NC)c1C	-2	6	-4	1%	0.2%	0%	15	2	-4%
CCC(=O)N1CCN(c2ccc(NC(=O)c3ccc([N+](=O)[O-])o3)cc2Cl)CC1	-1	-10	-1	-10%	-0.3%	-11%	-11	8	u
COc1ccc(N(C(=O)CNC(=O)c2ccco2)C(C(=O)NC2CCCC2)c2ccc(C)o2)cc1 (centres undefined)	x	-15	-5	-1%	4.1%	-4%	-4	11	-2%
O=S(=O)(c1ccc(Cl)c(C(F)(F)F)c1)N1CCN(CC(O)COc2ccccc2F)CC1 (centres undefined)	x	-19	-6	0%	-0.1%	-6%	2	11	-3%
NC(=O)c1ncn([C@@H]2O[C@H](CO)[C@@H](O)[C@H]2O)c1O	-6	6	-8	0%	2.8%	8%	13	2	-7%&1%&-3%
Cc1cc(=O)c2cc3nc(-c4cccnc4)oc3c(Br)c2o1	3	26	x	x	5.4%	x	7	1	x
O=C(O)/C=C/c1ccc2c(-c3ccccc3)onc2c1	5	25	-8	6%	0.2%	1%	4	1	5%
CC(=O)COc1ccc2c(C)c(C)c(=O)oc2c1	-1	-20	-2	-2%	1.7%	-6%	-2	1	7%
CC(=O)c1ccc(OCC(=O)N(CCC2=CCCCC2)c2c(N)n(Cc3ccccc3)c(=O)[nH]c2=O)cc1	-3	-10	1	u	2.0%	u	-4	1	11%
COc1ccc(C(C)=O)c(OC(=O)c2ccco2)c1	1	6	1	0%	1.2%	x	39*	3	0%
COc1ccccc1C/C(N)=N/OC(=O)COc1ccc(C)cc1	-1	-1	-19	0%	-0.8%	5%	2	-1	-1%
O=C(CSc1nncs1)Nc1cc(-c2ccccc2)nn1-c1ccccc1	-4	-4	-2	-2%	-0.3%	-7%	5	3	0%
O=C(OCC(=O)c1cccs1)C1=COCCO1	-4	-24	-6	2%	-1.0%	0%	x	5	-9%
COc1ccc(OC)c(S(=O)(=O)Nc2cccc3c(O)cccc23)c1	x	x	6	-5%	x	4%	x	x	-2%
COC(=O)c1ccc(=O)n(Cc2ccco2)c1	-8	4	1	-1%	1.5%	1%	-23	-3	-2%
Cc1cc(SCC(=O)OCC(=O)N2CCCC2=O)c(C)cc1Br	-3	-5	-3	-2%	-1.5%	-7%	2	13	3%
NNC(=O)CN1C(c2ccc(Cl)cc2)=Nc2ccc(Br)cc2C1c1ccccc1 (centres undefined)	-2	6	-4	1%	-0.3%	-8%	-27	3	0%
CC1CCN(C(=S)c2cccc(O)c2)CC1	4	0	-1	1%	0.9%	0%	-7	1	-3%
Cc1cc(C)c(S(=O)(=O)c2ccc(F)cc2)c(C)c1	x	x	0	-1%	x	7%	x	x	-4%
COc1ccc(C(=O)N2CCN(c3cnn(-c4ccccc4)c(=O)c3Cl)CC2)cc1	-13	-29	0	5%	5.9%	u	-3	1	-4%
CCc1ccc(N2CC(C(=O)N3CCCC3)CC2=O)cc1 (centres undefined)	-3	-19	-6	0%	0.3%	-17%	-9	0	-4%
CCc1c(C)c2ccc(OCC(=O)OC)cc2oc1=O	-4	6	0	2%	2.0%	-5%	4	5	-3%
CCCC1(C)Nc2ccccc2-c2nc3ccccc3n21 (centres undefined)	-2	2	-7	0%	5.1%	-1%	-3	0	9%
CCOc1ccc(S(=O)(=O)NCC(c2ccco2)S(=O)(=O)c2cccs2)cc1 (centres undefined)	4	x	0	3%	1.2%	-10%	4	1	-1%
O=C(NCCc1ccccc1)c1ccc(CSc2nc3ccncc3n2Cc2cccc(F)c2)cc1	7	-35*	-18	4%	-0.1%	-9%	25	59*	-1%
CCCCNC(=O)Nc1c(C)cc(SC#N)cc1C	4	2	-1	1%	1.1%	10%	-5	-1	-2%

Full records as entered above.
CCCC1(C)Nc2ccccc2-c2nc3ccccc3n21 (centres undefined) is entered as D1 potentiator = -2; D1 antagonist = 2; LDHA block = -7; Vif-APOBEC3G blk = 0%; RXFP1 ag = 5.1%; Vif-A3F inh = -1%; D2 PAM = -3; D1 ag = 0; GRP78 ERSR act = 9%
NNC(=O)CN1C(c2ccc(Cl)cc2)=Nc2ccc(Br)cc2C1c1ccccc1 (centres undefined) is entered as D1 potentiator = -2; D1 antagonist = 6; LDHA block = -4; Vif-APOBEC3G blk = 1%; RXFP1 ag = -0.3%; Vif-A3F inh = -8%; D2 PAM = -27; D1 ag = 3; GRP78 ERSR act = 0%

(next part)
SMILES	D1 potentiator	D1 antagonist	LDHA block	Vif-APOBEC3G blk	RXFP1 ag	Vif-A3F inh	D2 PAM	D1 ag	GRP78 ERSR act
O=C(NCCN1C(=O)S/C(=C\c2ccc(Cl)cc2)C1=O)c1ccc(F)c(S(=O)(=O)N2CCOCC2)c1	0	-9	-4	3%	4.5%	12%	11	5	2%
CC(=O)c1ccc(NC(=O)CSc2n[nH]c(-c3cccnc3)n2)cc1	11	-2	-5	-1%	3.0%	8%	-7	1	2%
CN1CCC(C(=O)N2CCCC(C(=O)c3ccc4c5c(cccc35)CC4)C2)CC1 (centres undefined)	2	2	1	0%	1.9%	1%	-20	1	-2%
CCn1c(SCC(=O)Nc2ccc(N3CCOCC3)c(Cl)c2)nnc1-c1ccc(N)cc1	4	-5	-1	2%	1.2%	1%	-10	1	-2%
C=CCn1c(O)c(C=Nc2ccc(CN3CCCCC3)cc2)c(=O)[nH]c1=S	-6	-10	4	1%	-0.8%	1%	-1	2	-3%
COC(=O)Cc1cc(=O)n2[nH]cnc2n1	0	-1	-3	-7%	-0.1%	3%	-5	12	-2%
Cc1ccc(Nc2c(-c3ccccc3O)nc3ccc(Br)cn23)cc1	1	32	2	-1%	4.7%	1%	18	0	0%
O=C(Nc1ccc(-n2ccc(C(F)(F)F)n2)cc1)Nc1cccc(Cl)c1	3	-28	x	x	0.7%	x	-5	11	x
COc1ccc(CCN2CC(C(=O)N3CCC(OC)CC3)CCC2=O)cc1 (centres undefined)	3	22	-4	-1%	3.2%	1%	8	3	0%
COC(=O)C(NC(C)=O)(Nc1sc2c(c1C(N)=O)CCCC2)C(F)(F)F (centres undefined)	2	5	16	1%	0.8%	-6%	x	4	-1%
COc1ccc(-n2nc(C(=O)O)c3ccccc3c2=O)cc1	3	-2	-18	3%	-0.8%	3%	-1	1	-1%
COc1ccc(N(C(=O)c2snc(C(N)=O)c2N)C(C(=O)NC2CCCC2)c2cccs2)c(OC)c1 (centres undefined)	x	-5	-8	0%	4.8%	8%	-1	5	-4%
CC1(C)C2CCC1(C)C(Nc1ccccc1)C2 (centres undefined)	-1	12	0	1%	-1.0%	-8%	-3	5	-2%
O=C(Nc1ccc(Cl)c(C(F)(F)F)c1)C(Cc1ccccc1)NS(=O)(=O)c1cccc2nsnc12 (centres undefined)	1	-12	-4	-2%	14%	-4%	-2	1	-3%
O=C(CC(c1ccccc1)c1ccccc1O)NCCc1ccccc1 (centres undefined)	5	5	-7	0%	1.1%	-6%	4	7	-2%
CN(C)CCC(C(=O)c1ccccc1)c1cccnc1 (centres undefined)	x	x	-1	2%	x	18%	x	x	-3%
CCNC(=O)CCn1nc(-c2ccc(Cl)cc2)c2ccccc2c1=O	11	2	-4	3%	-0.5%	0%	-31	-1	-7%
O=C(C1CCCO1)N1CCc2ccccc21 (centres undefined)	-1	-6	-1	-1%	-1.5%	x	2	2	-1%
CCOc1ccc(C2c3c(-c4ccccc4O)n[nH]c3C(=O)N2Cc2ccncc2)cc1 (centres undefined)	-1	-1	-5	-14%	-0.4%	-11%	8	0	0%
N#CC1=C(S)N=C(N)C(c2nc(-c3ccccc3)cs2)C12CCCC2 (centres undefined)	-1	x	-5	-5%	-1.0%	4%	-7	-3	0%
CCN1C(=O)[C@@H]2C(C(=O)c3cnccn3)=NN[C@@H]2C1=O	-4	-25	-2	0%	-1.5%	0%	x	3	-2%
CCOC(=O)c1[nH]c2ccc(Br)cc2c1NC(=O)CCN1CCOCC1	1	3	-3	2%	11%	-6%	-2	3	-14%
COc1ccc(CN2C(=O)Cc3c2nc(N)c2c(N)nc(N4CCOCC4)c(C#N)c32)cc1	4	0	7	-3%	0.0%	-4%	4	3	-2%
